Screening data from PubChem.
Keap1 Nrf2 FP = inhibitors of human Keap1-Nrf2 protein-protein interaction. Q14145. Keap1 Kelch-Nrf2 peptide fluorescence polarization, 1536-well. inhibition, % at 9.4 µM. 340,000 compounds, 0.15% hits. AID 504523; in the data active = inhibition above about 12%;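 note: human Keap1 Kelch domain with fluorescein labeled Nrf2 9mer peptide probe; 0% = neutral control wells and 100% = peptide positive control; higher means more block of Keap1 binding to Nrf2 peptide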
CAL PDZ FP-1 = blocks peptide binding to the human CAL PDZ domain; Q9HD26; purified CAL PDZ, TMR-peptide fluorescence polarization, 1 h; inhibition, % at 24.9 µM; 300,000 compounds, 0.92% hits; AID 602252;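 active = mean inhibition of at least 30% with at least half of replicates also reaching 30%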;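 note: 0% = DMSO neutral control and 100% = excess unlabeled competitor peptide PRC23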
CAL PDZ FP-2 = inhibitors of human CAL PDZ peptide binding. Q9HD26. inhibition, % at 20 µM. AID 504414. 330,000 compounds, 0.02% hits. purified CAL PDZ, TMR-peptide fluorescence polarization, 1 h;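 active = highest replicate inhibition of at least 40%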;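 note: plate controls were DMSO neutral control wells for no effect and unlabeled competitor peptide control wells for full effect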
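System: purified tagged CAL PDZ domain construct (CerCALP). Schedule: 1 h incubation at room temperature before polarization reading. Medium: 25 mM sodium phosphate pH 7.4, 150 mM NaCl, TCEP, IgG, Thesit. Read-out: percent inhibition from loss of millipolarization. Measured by: FP readout, S and P plane fluorescence. Probe or stimulus: fluorescent TMR peptide probe.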
V-ATPase pH = regulators of yeast V-ATPase proton transport; S. cerevisiae, pHLuorin cytosolic pH fluorescence; response, % at 10 µM; 350,000 compounds, 0.37% hits; in the data active = response mostly above about 7.3%, no sharp cut-off; inactive = mostly below about 5.4%; note: actives read high; inactives centre near 0; some compounds called inactive have numbers as strong as hits; reference of the scale not given here
Arrestin-AP2 inh = blocks beta-arrestin peptide binding to AP2 adaptin; FITC-arrestin peptide / GST-AP2 beads, flow cytometry; AP2 beta2 appendage carries R879A mutation; inhibition, % at 10 µM; 340,000 compounds, 0.31% hits; AID 504490;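 active = inhibition above a set limit, near 3 SD of compounds lacking own fluorescence, cut at about 54% in these data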;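 note: plate controls were DMSO wells for no effect and 5 µM unlabelled arrestin peptide for full effect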
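Assay system: GST-AP2 R879A bound to glutathione beads, E. coli-expressed; Medium: PBS with 0.05% Tween 20 and 0.1% BSA; Also added: fluorescein-tagged arrestin peptide at 50 nM final; Timing: 12 min plus 1 h, RT; Measured by: flow cytometry, FL1 (488/535 nm); Evaluation: percent drop in bead-associated FITC signal.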
Cardiac RTF inh = cardiac RTF calcium desensitization | IANBD-labeled cardiac RTF, Ca2+ fluorescence | inhibition, % at 7.15 µM | 340,000 compounds, 0.12% hits | AID 493244 | P19429+P45379;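 active = inhibition above the mean inhibition of all tested compounds plus 3 SD, cut at about 17% in these data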;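 note: assay run at fixed EC70 calcium of 1.6 mM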
DSG3 Ab inh = inhibitors of pemphigus antibody binding to human desmoglein-3. DSG3-coupled beads, scFv-anti-DSG3-GFP binding, flow cytometry; stronger effect = lower value. binding (percent of control), % at 10 µM. 310,000 compounds, 0.48% hits. P32926. AID 588358;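 active = binding more than 3 SD below its plate's average and above zero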; note: some compounds called inactive have numbers as strong as hits
NSD2 HMT inh = blocks human histone methyltransferase NSD2 | NSD2 peptide methylation, AlphaScreen, 120 min | 310,000 compounds, 0.54% hits | AID 743445 | inhibition, % at 12.5 µM; in the data active = inhibition above about 50%
Target sequence (O96028 whole entry, looked up): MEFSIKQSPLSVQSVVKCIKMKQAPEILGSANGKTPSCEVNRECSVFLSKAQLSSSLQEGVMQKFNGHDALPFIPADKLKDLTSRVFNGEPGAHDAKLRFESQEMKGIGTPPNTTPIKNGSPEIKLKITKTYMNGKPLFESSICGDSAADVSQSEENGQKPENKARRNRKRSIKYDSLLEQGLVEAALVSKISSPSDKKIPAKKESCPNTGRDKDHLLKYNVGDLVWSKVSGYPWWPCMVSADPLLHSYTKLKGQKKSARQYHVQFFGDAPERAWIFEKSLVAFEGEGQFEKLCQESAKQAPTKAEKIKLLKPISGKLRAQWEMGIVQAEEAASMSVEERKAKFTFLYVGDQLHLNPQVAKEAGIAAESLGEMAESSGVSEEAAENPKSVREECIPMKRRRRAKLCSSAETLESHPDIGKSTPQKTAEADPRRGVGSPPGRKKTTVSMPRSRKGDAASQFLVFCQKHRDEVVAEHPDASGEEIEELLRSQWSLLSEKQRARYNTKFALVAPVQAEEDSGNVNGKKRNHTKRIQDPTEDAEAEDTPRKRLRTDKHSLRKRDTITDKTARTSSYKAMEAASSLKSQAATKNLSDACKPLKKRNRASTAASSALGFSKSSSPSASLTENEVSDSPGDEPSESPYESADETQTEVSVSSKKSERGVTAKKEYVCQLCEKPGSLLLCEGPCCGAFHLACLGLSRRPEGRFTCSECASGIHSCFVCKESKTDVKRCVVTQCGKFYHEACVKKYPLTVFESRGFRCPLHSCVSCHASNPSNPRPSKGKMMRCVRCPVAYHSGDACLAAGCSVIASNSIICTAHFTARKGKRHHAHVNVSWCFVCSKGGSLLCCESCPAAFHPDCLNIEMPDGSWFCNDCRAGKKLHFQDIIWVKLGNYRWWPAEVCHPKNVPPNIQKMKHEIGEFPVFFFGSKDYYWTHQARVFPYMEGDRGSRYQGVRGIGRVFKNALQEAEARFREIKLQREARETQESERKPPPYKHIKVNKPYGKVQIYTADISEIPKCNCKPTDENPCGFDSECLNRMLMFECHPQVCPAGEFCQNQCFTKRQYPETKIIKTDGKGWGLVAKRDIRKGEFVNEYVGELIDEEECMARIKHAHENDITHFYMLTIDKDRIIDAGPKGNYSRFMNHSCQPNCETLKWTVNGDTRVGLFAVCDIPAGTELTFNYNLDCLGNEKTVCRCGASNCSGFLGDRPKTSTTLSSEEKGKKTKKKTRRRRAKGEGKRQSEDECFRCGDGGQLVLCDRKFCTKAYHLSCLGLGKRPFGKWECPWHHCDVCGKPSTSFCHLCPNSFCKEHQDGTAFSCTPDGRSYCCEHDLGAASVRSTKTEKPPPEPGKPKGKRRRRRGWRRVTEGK
LANA DNA inh = blocks KSHV LANA C-terminal domain binding to DNA | MBP-C-LANA/FAM-LBS DNA binding, fluorescence polarization | 340,000 compounds, 0.078% hits | inhibition, % at 9 µM;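 active = highest replicate inhibition at or above 60% at 9 µM, even if other replicates fall short; inactive = all replicates below 60% inhibition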;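 note: 0% = neutral control wells and 100% = 4 µM acridine orange control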
DAGLB inh = blocks human DAGLB lipase activity. AID 504411. inhibition, % at 5.17 µM. 340,000 compounds, 0.059% hits. HEK293T DAGLB membrane lysate, EnzChek fluorogenic substrate; in the data active = inhibition above about 34%;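 note: 0% = enzyme with vehicle and 100% = wells lacking enzyme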
* = called active by the depositor; . = not tested or not shown. Only part of the results is shown (hit frequency here may not be typical).

Values run as follows: V-ATPase pH	DAGLB inh	Arrestin-AP2 inh	Keap1 Nrf2 FP	CAL PDZ FP-2	Cardiac RTF inh	NSD2 HMT inh	DSG3 Ab inh	LANA DNA inh	CAL PDZ FP-1
- C[C@@H]1COC(=O)CCC/C=C\C[C@@H](CC(=O)N(CCO)Cc2ccccc2)C(=O)N1
  0	-2	-1	-2	-0.2	3	.	89	-0.3	.
- Cc1ccc(-c2cc(N)n(-c3ccccc3)n2)cc1
  -2	0	24	1	0.1	6	16	.	0.9	-3
- CN(CC(=O)Nc1ccc(N2CCOCC2)cc1)CC(=O)Nc1ccccc1[N+](=O)[O-]
  2	3	6	-4	-0.3	2	-1	116	-1.2	.
- O=C(/C=C/c1ccccc1)Nn1cnc2ccccc2c1=O
  -3	-1	1	-2	-0.3	-5	0	101	1.7	-3
- C/C(=N\NC(=O)C1(C)NC(C)(C)Cc2ccccc21)c1ccccc1 (stereo not given)
  -3	-2	-2	1	-0.8	-1	-2	109	-2.0	-2
- Cc1cccc(NC(=S)N(CCCN2CCOCC2)C(C)c2cc3ccccc3o2)c1 (stereo not given)
  -2	-3	35	-2	-1.8	-3	.	97	2.9	-5
- C/C(=N\NC(=O)c1cc(C2CC2)nc2ccccc12)c1ccc(O)cc1O
  -88	3	17	-9	-4.5	-10	3	113	2.1	-6
- CC(C)OCCCNC(=O)Nc1cccc2ccccc12
  5	4	27	1	-1.3	-9	0	101	-0.1	.
- Cc1ccc(C)c(/C(O)=C2\C(=O)C(=O)N(Cc3cccnc3)C2c2cccnc2)c1 (stereo not given)
  0	-3	1	2	.	0	.	75	3.9	-1
- O=C(CSCc1ccccc1)N/N=C/c1ccccc1OCc1ccccc1
  1	1	5	-8	1.0	2	-2	114	-0.6	-2
- N#Cc1c(NC(=O)COC(=O)c2nccnc2N)sc2c1CCCC2
  -1	3	-5	-1	-1.4	-7	-3	95	2.0	-2
- CCOC(=O)/C(C#N)=C/Nc1ccccc1OC
  3	-10	5	2	-0.3	-3	-3	.	-0.2	-4
- COC(=O)CSc1ncnc2c1cnn2Cc1ccccc1
  -2	-3	6	1	-0.7	0	-4	98	-1.2	-1
- CC(C)c1ccc(OCC(=O)N(Cc2ccco2)C2CCS(=O)(=O)C2)cc1 (stereo not given)
  2	-4	8	0	-1.6	-11	.	105	0.8	.
- NC(CCC(=O)NC(CS)C(=O)NCC(=O)O)C(=O)O (stereo not given)
  6	-1	-5	-1	0.0	3	.	102	2.2	-3
- COc1ccc(CCN2C(=O)c3[nH]nc(-c4ccccc4O)c3C2c2ccccc2)cc1OC (stereo not given)
  -1	1	10	-2	-0.7	8	-3	97	0.0	-3
- CCOC(=O)N1CCN(c2c(N3CCc4ccccc43)c(=O)c2=O)CC1
  -1	-3	-5	-2	0.3	-5	.	107	1.5	1
- CSc1sc(C(=O)NCC2CC2)c2c1S(=O)(=O)N(C)c1ccccc1-2
  0	1	-20	-7	-0.7	-6	-1	93*	-1.3	0
- CCOc1ccc(CC(=O)Nc2c(C(N)=O)oc3ccccc23)cc1OCC
  3	-1	0	-1	-1.1	0	7	97	-1.6	-2
- CCN(CC)CCCCCOc1ccccc1OC
  -1	2	12	1	-0.1	0	3	110	0.0	2
- Cn1c(=NC(=O)c2ccccc2[N+](=O)[O-])sc2cccc(F)c21
  4	-4	19	2	-1.2	-4	-6	103	-0.7	3
- COCCn1c(C)cc(/C=C2/SC(=O)N(C(C)C(=O)OC)C2=O)c1C (stereo not given)
  -1	-2	-5	-9	-0.5	-2	4	117	-0.3	-4
- O=C(Cc1ccccc1)Nc1ccc(N2CCCCC2)cc1
  -4	-2	24	-1	-2.8	-8	-2	87	1.0	0
- C=CCOC(=O)C1=C(C)OC(N)=C(C#N)C1c1ccc(OC)c(CSc2ccccn2)c1 (stereo not given)
  -1	1	-1	-10	-1.1	1	11	105	-1.0	3
- CCCCNS(=O)(=O)c1ccc(NC(=O)Cc2ccccc2[N+](=O)[O-])cc1
  5	-1	56*	1	-1.2	-9	-1	100	1.3	-9
- Cc1cc2n(n1)C(c1ccccc1Cl)Nc1ccccc1-2 (stereo not given)
  4	-4	2	-2	-0.9	2	-2	104	1.0	-2
- COc1cc(OC)c2c(=O)c(OC)c(-c3ccc(OC)c(OC)c3)oc2c1
  4	-1	-4	-1	-8.4	-3	.	95	-1.6	-1
- COC(CNC(=O)c1cccc2c1C(=O)N(Cc1cccnc1)C2)OC
  -4	-1	19	-2	-2.0	-15	-1	.	0.0	2
- COc1ccc(-c2noc(C3CCCN(C(=O)Nc4ccccc4F)C3)n2)cc1 (stereo not given)
  -2	-2	8	-7	-1.2	2	-1	94	1.0	-3
- O=C(OCC(O)C(O)COC(=O)c1ccccc1)c1ccccc1 (stereo not given)
  8	-1	-2	-1	-0.6	-5	-1	.	7.3	-3
- COc1ccc(OC)c(-c2cc(C(=O)N/N=C/c3cc(OC)c(OC)cc3OC)c3ccccc3n2)c1
  6	-3	16	-2	-0.4	0	18	111	-1.8	-2
- CC(=O)c1cn(C)c(=O)[nH]c1=O
  1	.	33	1	0.0	.	-3	89	0.6	7
- O=C(Nc1ccccn1)c1cccc(S(=O)(=O)N2CCc3ccccc3C2)c1
  0	-2	-3	4	-2.5	-7	-2	100	0.5	5
- COCCN(C(=O)CSc1nnc(C)n1Cc1ccccc1)c1c(N)n(CC(C)C)c(=O)[nH]c1=O
  2	1	19	3	-3.6	6	-1	101	0.6	-1
- S=c1[nH]nc(COc2ccccc2)n1Cc1ccccc1
  0	6	-4	-7	-0.2	1	-1	92	0.3	0
- CCc1nc2ccccc2c(C(=O)OCC(=O)NC(=O)c2cccn2C)c1C
  3	-4	36	-3	-0.4	8	-4	102	0.1	-2
- CC[C@H]1OC(=O)[C@H](C)[C@@H](O[C@H]2C[C@@](C)(OC)[C@@H](O)[C@H](C)O2)[C@H](C)[C@@H](O[C@@H]2O[C@H](C)C[C@H](N(C)C)[C@H]2O)[C@](C)(OC)C[C@@H](C)C(=O)[C@H](C)[C@@H](O)[C@]1(C)O
  1	3	10	-2	0.5	-26	.	101	0.8	15
- COc1ccc(OC)c(N(CCN2C(=O)c3ccccc3C2=O)C(=O)C2CCC(=O)C2C)c1 (stereo not given)
  -6	-3	.	.	.	.	1	99	.	.
- CCCNC(=O)C(=O)N/N=C/c1cccs1
  -1	-1	1	2	-0.9	-3	-3	88	0.4	-4
- COc1ccccc1NC(=O)C(C)OC(=O)/C(=C/c1ccccc1)NC(C)=O (stereo not given)
  -3	-1	-30	-3	-0.8	1	11	111	0.4	-4

Arrestin-AP2 inh, hit marks shown above.
molecule	V-ATPase pH	DAGLB inh	Arrestin-AP2 inh	Keap1 Nrf2 FP	CAL PDZ FP-2	NSD2 HMT inh	DSG3 Ab inh	LANA DNA inh	CAL PDZ FP-1
CCCCNS(=O)(=O)c1ccc(NC(=O)Cc2ccccc2[N+](=O)[O-])cc1	5	-1	56*	1	-1.2	-1	100	1.3	-9

Additional structures.
Values run as follows: V-ATPase pH	DAGLB inh	Arrestin-AP2 inh	Keap1 Nrf2 FP	CAL PDZ FP-2	Cardiac RTF inh	NSD2 HMT inh	DSG3 Ab inh	LANA DNA inh	CAL PDZ FP-1
- O=C(NCCS(=O)(=O)N1CCCCCC1)c1ccc(F)cc1
  2	0	-8	4	-0.7	7	0	95	0.9	-1
- COc1ccc(/C=C/C(=O)N[C@H](C(=O)O)C(C)C)cc1
  -3	0	-10	-1	-2.1	-3	-4	122	-0.3	-4
- Cc1csc2c(N3CCN(C(=O)Nc4ccccc4)CC3)ncnc12
  2	1	-10	-5	-2.9	-7	-3	106	-2.1	.
- CCOC(=O)c1sc(NC(=O)CSc2ccccn2)c(C#N)c1C
  4	3	-5	-3	-1.0	-9	-9	98	-2.5	-1
- CCCn1c(C)cc(C(=O)COC(=O)c2ccc[nH]c2=O)c1C
  -1	0	31	-2	0.1	12	4	98	0.7	1
- COc1cccc(C(=O)NC(C)c2cccc3ccccc23)c1OC (stereo not given)
  4	-3	-3	0	-0.2	-6	-3	107	0.8	-1
- COc1ccc(-n2ncc3c(NCc4ccco4)ncnc32)cc1
  -3	0	1	-4	-6.7	-6	1	100	0.7	2
- Cc1c(/C=N/NC(=O)c2sc3ccccc3c2Cl)cnn1C
  1	2	13	-1	-0.6	-3	3	105	6.4	-2
- CC(C(=O)O)N1c2cccc3cccc(c23)S1(=O)=O (stereo not given)
  2	-1	-9	-5	-0.5	8	.	103	4.0	-4
- Cc1ccc(C(=O)N/C(=C/c2cccs2)C(=O)N2CCCCCC2)cc1
  1	0	-2	0	-2.2	-3	1	102	0.1	-2
- O=C(CCC(=O)N1CCCCC1)Nc1nnc(C2CCCCC2)s1
  -2	1	0	1	-0.5	-15	-5	92	-0.4	2
- Nc1nc(N2CCCCC2)nc(N(c2ccccc2)c2ccccc2)n1
  -1	-1	-1	2	-0.3	-7	.	100	-0.7	-3
- CCCCCSc1nnc2c(n1)OC(C)N(C(C)=O)c1ccccc1-2 (stereo not given)
  1	6	-5	13*	0.3	-6	.	99	-0.1	-2
- O=C(Nc1ccc(NC(=S)NC(=O)c2ccccc2F)cc1)c1cccs1
  -1	-1	3	-8	-3.3	-10	-3	78	-2.4	-3
- O=C(/C=C/c1ccccc1)N/C(=C/c1ccccc1)C(=O)NCCCO
  -2	-1	-2	3	-0.6	1	-1	95	-0.7	-2
- Cc1ccc(NC(=S)NCCc2c[nH]c3ccccc23)c(C)c1
  5	-3	14	3	-2.5	-11	5	.	2.7	-2
- COc1ccc(NC(=O)NCCN2CCc3ccccc3C2)cc1
  0	0	2	-7	-1.1	-7	2	94	1.5	-2
- CC(C)(O)C#Cc1ccc(C(=O)NCCC(=O)O)s1
  1	0	-22	-3	0.0	-14	3	102	0.3	1
- O=C(Nc1nc2cc3c(cc2s1)OCO3)c1ccc(N2C(=O)CCC2=O)cc1
  -46	5	3	-1	-0.5	5	.	89	-0.7	6
- Cc1c(Cl)cccc1NC(=S)N(CCN(C)C)C(C)c1ccco1 (stereo not given)
  -1	1	-4	-1	0.0	1	.	96	2.0	-1
- Cc1cccc(NC(=O)CC2c3ccccc3Oc3ccccc32)c1
  3	0	10	0	-1.8	1	.	94	0.8	-3
- COC(=O)C(=Cc1ccc(OCc2ccc([N+](=O)[O-])cc2)c(OC)c1)C(=O)OC
  4	3	-2	-4	-0.4	2	-2	102	-0.1	-2
- Cc1cnc(N2C(=O)c3ccc([N+](=O)[O-])cc3C2=O)s1
  0	2	-6	1	-1.0	-5	0	105	-0.8	1
- Cn1c(CO)cnc1S(=O)(=O)Cc1ccc(Cl)cc1
  1	-2	13	2	0.5	-1	0	101	-1.1	.
